Salmonella PhoP GFP: PhoP regulon inhibitors, Salmonella typhi PhoP promoter GFP reporter, confirmatory (AID 1850). inhibition, % at 50 µM; hits with a dose series show IC50 in µM. Salmonella Typhi PhoP-promoter GFP reporter, fluorescence, 4 h; higher % means a stronger effect. 310,000 compounds, 0.33% hits; in the data active means a potency from the dose series; inconclusive means inhibition mostly from about 25% at the one dose, without a potency; inactive means the rest, 99 in 100 with inhibition below about 19%;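 further: 0% = induced wells with vehicle and 100% = uninduced wells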
H1N1 NS1A inhibition: H1N1 influenza NS1A inhibitors, functional cell based assay (AID 504329). NS1A functional cell-based assay, percent inhibition; higher % means a stronger effect. one-dose inhibition, % at 12.5 µM; IC50 in µM for titrated hits. 340,000 compounds, 0.3% hits; in the data active means a potency from the dose series; inconclusive means inhibition above about 27% without an active follow-up result; further: strong numbers were not always called active
inhibitors of VEEV: inhibitors of VEEV TC-83 cytopathic effect, confirmation, Vero cells (AID 588727); 350,000 compounds, 0.13% hits; Vero cells, VEEV TC-83 cytopathic effect inhibition; higher % means a stronger effect; one-dose inhibition, % at 20 µM; IC50 in µM for titrated hits; in the data active means a potency from the dose series; inconclusive means inhibition mostly from about 14% at the one dose, without a potency; inactive means the rest, 99 in 100 with inhibition below about 12%; further: strong numbers were not always called active
tuberculosis growth: growth inhibition of non-replicating M. tuberculosis (AID 488890); 320,000 compounds, 0.39% hits; Mycobacterium tuberculosis non-replicating, growth inhibition; higher % means a stronger effect; one-dose inhibition, % at 25 µM; IC50 in µM for titrated hits; in the data active means a potency from the dose series; inconclusive means inhibition mostly from about 82% at the one dose, without a potency; inactive means the rest, 99 in 100 with inhibition below about 76%;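 further: plate controls were DMSO cells for no effect and high antibiotic wells for full effect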
M. tuberculosis HTS: M. tuberculosis growth inhibition, HTS (AID 449762). M. tuberculosis H37Rv growth inhibition, 7H9 media; higher % means a stronger effect. inhibition, % at 25 µM; hits with a dose series show IC50 in µM. 330,000 compounds, 0.59% hits; in the data active means a potency from the dose series; inconclusive means inhibition above about 70% without an active follow-up result;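 further: bacterial growth assessed after seven days of incubation; strong numbers were not always called active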
inhibitors of VEEV 10K pilot screen: recorded beside inhibitors of VEEV, whose call it bears; inhibition, %; measured here: 10K pilot screen inhibition
* hit, by the source's call.

NC(=O)CC(NC(=O)Cc1ccc(Cl)cc1)c1ccc(N2CCN(c3ccccn3)CC2)c([N+](=O)[O-])c1 (stereo not drawn) was read as Salmonella PhoP GFP -9%, H1N1 NS1A inhibition 1%, inhibitors of VEEV 0.1%, tuberculosis growth -4%, M. tuberculosis HTS 1% and inhibitors of VEEV 10K pilot screen 0.6.
Screening Cc1c(N/C=C/C(=O)c2ccc(Cl)cc2)c(=O)n(-c2ccccc2)n1C returned Salmonella PhoP GFP -1%, H1N1 NS1A inhibition 4%, inhibitors of VEEV 0.4%, tuberculosis growth 41% and M. tuberculosis HTS -10%.
`COc1ccc(F)cc1CN1CCN(C(=O)CCC(=O)Nc2nnc(C3CCCCC3)s2)CC1` gave Salmonella PhoP GFP -16%, H1N1 NS1A inhibition 11%, inhibitors of VEEV 0.6%, tuberculosis growth -3% and M. tuberculosis HTS 7%.
For CCOc1cc(N2CCOCC2)c(OCC)cc1NC(=O)COC(=O)CCOc1cc(C)ccc1C the results were Salmonella PhoP GFP 3%, H1N1 NS1A inhibition -12%, inhibitors of VEEV 6.7%, tuberculosis growth 65% and M. tuberculosis HTS 32%.
`CCN(CC)S(=O)(=O)c1ccc(C)c(NC(=S)Nc2cccc(S(=O)(=O)N3CCCCCC3)c2)c1` gave Salmonella PhoP GFP -6%, H1N1 NS1A inhibition 8%, inhibitors of VEEV >25µM*, tuberculosis growth inconclusive and M. tuberculosis HTS -7%.
`COc1cccc(C(=O)CSc2nnnn2C)c1` gave Salmonella PhoP GFP 0%, H1N1 NS1A inhibition 0%, inhibitors of VEEV inactive, tuberculosis growth -3% and M. tuberculosis HTS -9%.
For O=C(CN1CCCCCC1)Nc1ccc([N+](=O)[O-])cc1Cl the results were Salmonella PhoP GFP -6%, H1N1 NS1A inhibition 2%, inhibitors of VEEV inactive, tuberculosis growth 27% and M. tuberculosis HTS 12%.
C/C(=N\NC(=O)c1nc2ccccn2c1C)c1ccc2c(c1)OCO2 was read as Salmonella PhoP GFP -4%, H1N1 NS1A inhibition -11%, inhibitors of VEEV inactive, tuberculosis growth 0% and M. tuberculosis HTS 4%.
Screening Nc1cccc(NC(=O)c2ccco2)c1 returned Salmonella PhoP GFP 5%, H1N1 NS1A inhibition -1%, inhibitors of VEEV 0.2%, tuberculosis growth 0% and M. tuberculosis HTS 10%.
`COC(=O)C(OC(=O)c1ccc(OC)cc1)C(=O)OC` gave Salmonella PhoP GFP -14%, H1N1 NS1A inhibition -2%, inhibitors of VEEV 2.2%, tuberculosis growth 4% and M. tuberculosis HTS -2%.
For CCc1ccc(OCC(=O)NNCC(=O)Nc2ccc(OC)cc2)cc1 the results were H1N1 NS1A inhibition 2% and inhibitors of VEEV 1.1%.
Cc1noc(C)c1CN1C(=O)NC(Cc2ccccc2)(Cc2ccccc2)C1=O was read as Salmonella PhoP GFP 18%, H1N1 NS1A inhibition -6%, inhibitors of VEEV 1.5%, tuberculosis growth -19% and M. tuberculosis HTS 4%.
Screening CCOc1ccc(CN(Cc2ccco2)S(=O)(=O)c2ccc(-n3cnnn3)c(OC)c2)cc1 returned Salmonella PhoP GFP -18%, H1N1 NS1A inhibition 3%, inhibitors of VEEV 4.1%, tuberculosis growth 18% and M. tuberculosis HTS -5%.
O=C(/C=C/c1ccco1)NC(=S)Nc1ccccc1N1CCOCC1 was read as Salmonella PhoP GFP 4%, H1N1 NS1A inhibition 9%, inhibitors of VEEV 0.9%, tuberculosis growth 23%, M. tuberculosis HTS -3% and inhibitors of VEEV 10K pilot screen 4.1.
COc1ccc(NS(=O)(=O)c2cc(NC(=O)CCSc3ccccc3)ccc2OC)cc1 was read as Salmonella PhoP GFP -1%, H1N1 NS1A inhibition -1%, inhibitors of VEEV 9.2%, tuberculosis growth 34% and M. tuberculosis HTS 7%.
Screening Cc1cccnc1NC(=O)CN1C(=O)NC(C)(c2ccc3ccccc3c2)C1=O (stereo not drawn) returned Salmonella PhoP GFP 2%, H1N1 NS1A inhibition -3%, inhibitors of VEEV 3.0%, tuberculosis growth -5% and M. tuberculosis HTS -7%.
Screening Nc1cc(N2CCCCC2)c([N+](=O)[O-])cc1Cl returned Salmonella PhoP GFP -1%, H1N1 NS1A inhibition 0%, inhibitors of VEEV 1.0%, tuberculosis growth 39% and M. tuberculosis HTS 4%.
For CCOC(OCC)c1cc2ccccc2cn1 the results were H1N1 NS1A inhibition -4%, inhibitors of VEEV 0.3%, tuberculosis growth -8% and M. tuberculosis HTS 7%.
COc1ccccc1-n1c(-c2ccc(NS(C)(=O)=O)cc2)n[nH]c1=S was read as Salmonella PhoP GFP 8%, H1N1 NS1A inhibition -4%, inhibitors of VEEV inactive, tuberculosis growth 5% and M. tuberculosis HTS 0%.
For Cc1ccsc1/C=C1\C(=O)NC(=S)N(C)C1=O the results were Salmonella PhoP GFP 3%, H1N1 NS1A inhibition -2%, inhibitors of VEEV inconclusive, tuberculosis growth 9% and M. tuberculosis HTS 3%.

The final 3 records of the section before are carried over, then new ones follow:
For CCOC(OCC)c1cc2ccccc2cn1 the results were H1N1 NS1A inhibition -4%, inhibitors of VEEV 0.3%, tuberculosis growth -8% and M. tuberculosis HTS 7%.
COc1ccccc1-n1c(-c2ccc(NS(C)(=O)=O)cc2)n[nH]c1=S was read as Salmonella PhoP GFP 8%, H1N1 NS1A inhibition -4%, inhibitors of VEEV inactive, tuberculosis growth 5% and M. tuberculosis HTS 0%.
For Cc1ccsc1/C=C1\C(=O)NC(=S)N(C)C1=O the results were Salmonella PhoP GFP 3%, H1N1 NS1A inhibition -2%, inhibitors of VEEV inconclusive, tuberculosis growth 9% and M. tuberculosis HTS 3%.
`CC(=O)Nc1ccc(/C=C(\C#N)C(=O)NC2CCCCC2C)cc1` (stereo not drawn) gave Salmonella PhoP GFP -10%, H1N1 NS1A inhibition -2%, inhibitors of VEEV 1.3%, tuberculosis growth 43% and M. tuberculosis HTS 5%.
Screening N#Cc1ccc(N2CCNCC2)c(F)c1 returned Salmonella PhoP GFP 1%, H1N1 NS1A inhibition 6%, inhibitors of VEEV inactive, tuberculosis growth -10% and M. tuberculosis HTS -8%.
`CCC1CN(C(=O)NCc2ccc(F)cc2)c2cc(C)ccc2O1` (stereo not drawn) gave Salmonella PhoP GFP -4%, H1N1 NS1A inhibition 23%, inhibitors of VEEV 1.9%, tuberculosis growth 14% and M. tuberculosis HTS 3%.
Screening Cc1c(Cl)cccc1NC(=O)Nc1cnccn1 returned Salmonella PhoP GFP -5%, H1N1 NS1A inhibition -7%, inhibitors of VEEV 2.1%, tuberculosis growth -3% and M. tuberculosis HTS -3%.
`CCC(C)C(=O)Nc1ccccc1N1CCN(c2ccc(F)cc2)CC1` (stereo not drawn) gave Salmonella PhoP GFP -2%, H1N1 NS1A inhibition 0%, inhibitors of VEEV 0.7%, tuberculosis growth 28% and M. tuberculosis HTS 4%.
For O=C(NCc1ccco1)c1cccc(F)c1 the results were Salmonella PhoP GFP 0%, H1N1 NS1A inhibition -15%, inhibitors of VEEV inactive, tuberculosis growth -1%, M. tuberculosis HTS -7% and inhibitors of VEEV 10K pilot screen 0.0.
`Cc1ccc(-c2nc(N3CCOCC3)sc2C(=O)N2CCCCC2)cc1` gave Salmonella PhoP GFP -15%, H1N1 NS1A inhibition 5%, inhibitors of VEEV inactive, tuberculosis growth 7% and M. tuberculosis HTS 9%.
`Cc1c(O)cc2c(c1O)C(=O)CC(c1ccccc1)O2` (stereo not drawn) gave Salmonella PhoP GFP -6%, H1N1 NS1A inhibition -9%, inhibitors of VEEV 5.0%, tuberculosis growth -6% and M. tuberculosis HTS -1%.
`C[C@]12CC[C@@H]3c4ccc(O)cc4CC[C@H]3[C@@H]1C[C@@H](O)[C@@H]2O[C@@H]1O[C@H](C(=O)O)[C@@H](O)[C@H](O)[C@H]1O` gave Salmonella PhoP GFP -6%, H1N1 NS1A inhibition 4%, inhibitors of VEEV 1.4%, tuberculosis growth -12% and M. tuberculosis HTS -3%.
COc1ccc(Cl)cc1NC(=O)CN(C)CC(=O)N1CC(=O)Nc2ccccc21 was read as H1N1 NS1A inhibition -1%, inhibitors of VEEV 10%, tuberculosis growth 22% and M. tuberculosis HTS -5%.
For C[C@@H](NC(=O)c1nc[nH]c1C(=O)NC1CCN(C(=O)OC(C)(C)C)CC1)c1ccccc1 the results were H1N1 NS1A inhibition -2%, inhibitors of VEEV 9.9%, tuberculosis growth -5% and M. tuberculosis HTS -7%.
For COCCNC(=O)COc1coc(CN2CCN(Cc3ccccc3)CC2)cc1=O the results were Salmonella PhoP GFP -2%, H1N1 NS1A inhibition 0%, inhibitors of VEEV 1.5%, tuberculosis growth 0% and M. tuberculosis HTS -10%.
Cc1ccc(S(=O)(=O)Oc2ccc(/C=C(/NC(=O)c3ccccc3)C(=O)NCCC(=O)O)cc2)cc1 was read as Salmonella PhoP GFP -18%, H1N1 NS1A inhibition -13%, inhibitors of VEEV 2.1%, tuberculosis growth 6% and M. tuberculosis HTS -6%.
For COc1cc(/C=N/NC(=S)Nc2cccc(C(=O)O)c2)cc(OC)c1OC the results were Salmonella PhoP GFP 7%, H1N1 NS1A inhibition -8%, inhibitors of VEEV 1.2%, tuberculosis growth -23% and M. tuberculosis HTS 0%.
Cn1c(C(C#N)C(=O)c2sc3ccccc3c2Cl)nc2ccccc21 (stereo not drawn) was read as Salmonella PhoP GFP -3%, H1N1 NS1A inhibition -3%, inhibitors of VEEV 1.7%, tuberculosis growth 28% and M. tuberculosis HTS 27%.
Screening CCN1C(=O)[C@@H]2[C@@H](c3ccc(-c4ccc5c(c4)OCO5)cc3)N3CCCC[C@@]3(C(=O)OC)[C@@H]2C1=O returned Salmonella PhoP GFP -4%, H1N1 NS1A inhibition -5%, inhibitors of VEEV inactive, tuberculosis growth 25% and M. tuberculosis HTS 44%.
For COc1ccc(C2=NN(C(=O)CCC(=O)O)C(c3cccs3)C2)cc1 (stereo not drawn) the results were Salmonella PhoP GFP -4%, H1N1 NS1A inhibition 11%, inhibitors of VEEV 0.6%, tuberculosis growth -13% and M. tuberculosis HTS -2%.
Cc1nc(Cl)c(C(=O)Nc2cccc(F)c2)c(C)c1Cl was read as Salmonella PhoP GFP -3%, H1N1 NS1A inhibition -2%, inhibitors of VEEV 0.7%, tuberculosis growth 12% and M. tuberculosis HTS 2%.
COc1ccc2ccccc2c1C1CC(=O)N2CN(C3CCCCC3)CSC2=C1C#N (stereo not drawn) was read as Salmonella PhoP GFP -6%, H1N1 NS1A inhibition 0%, inhibitors of VEEV 0.8%, tuberculosis growth 43% and M. tuberculosis HTS -2%.
For CNC(=S)Nc1cc(Cl)ccc1Oc1ccccc1 the results were Salmonella PhoP GFP -6%, H1N1 NS1A inhibition 0%, inhibitors of VEEV 8.1%, tuberculosis growth 78% and M. tuberculosis HTS 1%.
For CC1=NN(c2nc(-c3ccc(C#N)cc3)cs2)C(=O)C1 the results were Salmonella PhoP GFP 5%, tuberculosis growth -11% and M. tuberculosis HTS -3%.
O=C(NC(=S)Nc1ccc(N2CCOCC2)c(Cl)c1)c1sc2ccccc2c1Cl was read as Salmonella PhoP GFP -2%, H1N1 NS1A inhibition 6%, inhibitors of VEEV 2.6%, tuberculosis growth 11% and M. tuberculosis HTS 6%.
For CC(C)c1onc(C(=O)N2CCN(C(c3ccccc3)c3ccccc3)CC2)c1[N+](=O)[O-] the results were Salmonella PhoP GFP 13%, H1N1 NS1A inhibition -4%, inhibitors of VEEV 4.4%, tuberculosis growth 8% and M. tuberculosis HTS 1%.
For O=C(NCC1CCCCC1)c1cc(Br)ccc1Cl the results were Salmonella PhoP GFP -1%, H1N1 NS1A inhibition -18%, inhibitors of VEEV 1.8%, tuberculosis growth 69% and M. tuberculosis HTS 7%.
Cc1c(NS(=O)(=O)c2ccc([N+](=O)[O-])cc2)c(=O)n(-c2ccccc2)n1C was read as Salmonella PhoP GFP -1%, H1N1 NS1A inhibition 17%, inhibitors of VEEV inactive, tuberculosis growth -8% and M. tuberculosis HTS 2%.
`CC(NS(=O)(=O)c1ccccc1)C1COc2ccccc2O1` (stereo not drawn) gave Salmonella PhoP GFP -4%, H1N1 NS1A inhibition -1%, inhibitors of VEEV 1.8%, tuberculosis growth -2% and M. tuberculosis HTS -1%.
Screening O=c1[nH]c(=O)n(Cc2ccco2)c(O)c1C=NC1CC1 returned Salmonella PhoP GFP -1%, H1N1 NS1A inhibition -19%, inhibitors of VEEV inactive, tuberculosis growth -1% and M. tuberculosis HTS -2%.

Bioassay records from PubChem BioAssay.
